# XBP1 UPR activ: activators of adaptive XBP1 UPR arm, primary screen, cell-based, CHO-XBP1 luciferase reporter, luminescence, uHTS | IRE1-XBP1 UPR activation; percent of tunicamycin response, DMSO as zero | hit rate 0.33% among 330,000 | activation, % at 20 µM;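 active = versus positive control, 20 µM dose yields 30% or more activation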;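 also: 100% = tunicamycin at 10 µg/mL and 0% = DMSO only wells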
#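 Signal: luciferase luminescence; Assay system: CHO-XBP1 luciferase reporter cells; Amount: one thousand reporter cells per well; Dosing: 20 µM single concentration, DMSO 1%; Benchmarks: high control tunicamycin 10 µg/mL final, low control DMSO vehicle only; Schedule: 6 h compound exposure at 37 °C, 5% CO2; Evaluation: percent activation relative to tunicamycin reference.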
# Jurkat NFkB inh: inhibitors of induced NF-kB luciferase reporter, primary screen, TCR NF-kB activation inhibitor project, cell-based, luminescence, uHTS. inhibition, % at 4 µM. Jurkat, PMA/ionomycin-induced NF-kB luciferase reporter. hit rate 0.53% among 330,000; in the data active = inhibition above about 50%
# 697 NFkB inh: inhibitors of PMA/ionomycin-induced NF-kB reporter, 697 cells, primary screen, B-cell NF-kB inhibitor project, cell-based, luminescence, uHTS; 697 B-cell NF-kB luciferase reporter, 16 h; inhibition, % at 4 µM; hit rate 0.33% among 330,000; in the data active = inhibition above about 35%
# tim10-1 inh: growth inhibitors of tim10-1 mutant yeast, primary screen, luminescence, uHTS; AID 463190, 2010; hit rate 2.2% among 330,000; S. cerevisiae tim10-1 ts strain growth, BacTiter-Glo, 24 h; inhibition, % at 20 µM;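 active = inhibition of at least 40%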;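 also: mutant grown at 25 °C; 0% = DMSO wells with yeast and 100% = wells holding no yeast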
# Mdm2-MdmX inh: inhibitors of human Mdm2-MdmX association, primary screen, cell-based, luminescence, split luciferase, SaOS-2, uHTS; Protein Mdm4 (Homo sapiens) + E3 ubiquitin-protein ligase Mdm2 (Homo sapiens), …; SaOS-2 split-luciferase Mdm2/MdmX complementation; inhibition, % at 8 µM; hit rate 3% among 330,000; AID 485346, 2010;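 active = inhibition of at least 50% at 8 µM in the primary screen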
# Target sequence (O15151 whole entry, looked up): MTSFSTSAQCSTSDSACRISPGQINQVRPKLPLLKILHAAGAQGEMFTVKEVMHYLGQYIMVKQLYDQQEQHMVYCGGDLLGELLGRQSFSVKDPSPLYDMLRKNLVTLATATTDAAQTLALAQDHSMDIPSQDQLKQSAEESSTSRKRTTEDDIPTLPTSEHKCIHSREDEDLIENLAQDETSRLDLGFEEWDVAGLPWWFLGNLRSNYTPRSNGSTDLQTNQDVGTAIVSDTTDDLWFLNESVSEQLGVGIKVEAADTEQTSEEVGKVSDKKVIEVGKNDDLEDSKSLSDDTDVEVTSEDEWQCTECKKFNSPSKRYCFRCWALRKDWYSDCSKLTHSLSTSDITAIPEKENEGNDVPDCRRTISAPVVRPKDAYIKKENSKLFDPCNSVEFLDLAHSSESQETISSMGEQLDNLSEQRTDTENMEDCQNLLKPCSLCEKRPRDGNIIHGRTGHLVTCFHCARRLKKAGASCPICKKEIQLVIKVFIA
# Target sequence (Q00987 whole entry, looked up): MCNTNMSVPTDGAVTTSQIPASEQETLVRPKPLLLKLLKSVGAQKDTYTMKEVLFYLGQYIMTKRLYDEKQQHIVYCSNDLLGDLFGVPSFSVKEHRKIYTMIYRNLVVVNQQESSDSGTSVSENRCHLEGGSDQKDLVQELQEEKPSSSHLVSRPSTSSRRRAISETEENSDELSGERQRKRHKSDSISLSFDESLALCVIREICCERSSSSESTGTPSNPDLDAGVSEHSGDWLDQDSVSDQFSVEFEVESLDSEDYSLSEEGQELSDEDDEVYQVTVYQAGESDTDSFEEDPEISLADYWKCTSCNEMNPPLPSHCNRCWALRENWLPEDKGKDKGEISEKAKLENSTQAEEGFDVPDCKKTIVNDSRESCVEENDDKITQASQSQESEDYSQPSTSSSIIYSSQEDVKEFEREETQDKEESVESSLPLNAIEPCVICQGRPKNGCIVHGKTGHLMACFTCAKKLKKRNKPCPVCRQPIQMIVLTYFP
# tim23-1 inh: growth inhibitors of tim23-1 mutant yeast, primary screen, luminescence, uHTS. S. cerevisiae tim23-1 growth, BacTiter-Glo luminescence, 24 h. inhibition, % at 20 µM. hit rate 1.3% among 330,000. AID 463212, 2010;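 active = growth inhibition of the mutant yeast at or above 50%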;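 also: temperature-sensitive mutant grown at 25 °C; plate controls were DMSO-treated mutant yeast for no effect and medium wells lacking yeast for full effect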
# CHOP UPR activ: activators of apoptotic CHOP UPR arm, primary screen, cell-based, CHO-CHOP luciferase reporter, luminescence, uHTS. UPR activation; percent of tunicamycin response over DMSO baseline. activation, % at 10 µM. hit rate 0.34% among 330,000. AID 449763, 2010;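 active = at 10 µM dose, activation of 40% or more, normalized to positive control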;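 also: 100% = tunicamycin at 10 µg/mL and 0% = DMSO alone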
#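 measured by = luciferase luminescence | assay system = CHO-CHOP cells, stable luciferase reporter of PERK-eIF2a-CHOP signalling | amount = 500 reporter cells seeded per well | timing = 6 h compound exposure at 37 °C after overnight seeding | controls = positive tunicamycin 10 µg/mL, negative DMSO alone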
# TIM10 inh: growth inhibitors of isogenic TIM10 control yeast, primary screen, counter-screen for tim10-1 yeast inhibitor project, luminescence, uHTS | S. cerevisiae TIM10 strain growth, BacTiter-Glo luminescence, 24 h | inhibition, % at 10 µM | hit rate 1.4% among 330,000 | AID 463195, 2010;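 active = inhibition of 40% or more at the single tested concentration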;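 also: wild-type TIM10 isogenic control strain grown at permissive 25 °C; 0% = DMSO yeast wells and 100% = minimal medium wells without yeast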
# The depositor's hits bear a star.
SMILES,XBP1 UPR activ,Jurkat NFkB inh,697 NFkB inh,tim10-1 inh,Mdm2-MdmX inh,tim23-1 inh,CHOP UPR activ,TIM10 inh
Cc1ccc(C)c(S(=O)(=O)N2CCCOC2CNC(=O)C(=O)NCCN2CCOCC2)c1 (stereo not drawn),-2,1,6,-5,22,-17,-1.1,-3
N#Cc1c(-n2ccnc2)cccc1-n1ccnc1,-1,3,10,9,1,7,-1.2,-2
O=C(CC1C(=O)NCCN1Cc1ccc(-c2ccccc2)cc1)NCC1CCOCC1 (stereo not drawn),-3,18,15,24,7,19,2.3,11
O=C(Nc1ccccc1Cl)c1cc(=O)c2ccccc2o1,-1,-61,15,12,-50,16,1.1,-13
Cc1csc(SCC(=O)NC(C)c2ccc(F)cc2)n1 (stereo not drawn),0,-16,-4,5,-17,-1,-0.2,-8
COc1ccc(Cl)cc1N(CC(=O)Nc1ccccc1C(=O)N1CCCC1)S(C)(=O)=O,-5,-4,-4,5,8,5,0.4,-10
O=C(NC(C(=O)c1ccccc1)n1c(=O)cc[nH]c1=S)c1ccccc1 (stereo not drawn),4,-13,-13,7,-17,13,-0.1,1
O=c1c2ccccc2nc(CSc2ncnc3nc[nH]c23)n1-c1cccc(C(F)(F)F)c1,-1,-8,8,15,16,11,-1.6,-4
COc1ccc(C)cc1NC(=O)c1ccc(OCc2c(C)noc2C)cc1,1,9,6,2,21,8,-0.1,2
Cc1ccc(S(=O)(=O)NN/C(=N/S(=O)(=O)c2ccccc2)c2ccccc2)cc1,-2,4,12,4,-13,6,0.4,-5
Cc1ccc(CS(=O)(=O)CCC(=O)NCCN(C)Cc2ccccc2)cc1,0,-4,10,-1,25,-1,-1.7,-16
Cc1nn(C2CCS(=O)(=O)C2)c(Cl)c1/C=C/C(=O)OCC(=O)c1c[nH]c2ccccc12 (stereo not drawn),-2,18,0,13,32,8,-3.5,2
CCOc1ccc(N2C(=O)CC(N(CCc3ccc(OC)cc3)C(=O)c3cccc(F)c3)C2=O)cc1 (stereo not drawn),-6,-4,0,8,4,27,-0.3,-3
CCOCCCN(C)C1CCN(C(=O)c2oc3ccccc3c2NC(=O)COc2ccc(F)cc2)CC1,-2,-8,-5,-2,36,-17,3.6,3
O=C(COc1ccccc1Cl)NNC(=O)c1ccc2nc[nH]c2c1,0,12,18,5,10,7,-1.7,1
O=C(Cn1c(=O)c2cccn2c2ccccc21)NCCCN1CCCCC1,2,-6,-13,-2,5,22,-1.1,0
O=C(CCNS(=O)(=O)c1ccc(Br)s1)NCc1ccc2c(c1)OCO2,-2,12,11,4,-9,11,-0.2,8
c1ccc(CCNc2nnnn2-c2ccccc2)cc1,3,-10,12,9,18,9,0.3,11
COc1ccccc1N(CCOc1ccccc1)S(=O)(=O)c1ccccc1,-2,-20,-19,8,0,15,-2.6,-8
CNc1snc(C)c1C(=O)OCC(=O)c1ccc(OC)c(F)c1,-3,9,-8,-7,-5,8,1.4,-3
Cc1ccc(S(=O)(=O)N2CCN(C(=O)CC(C)C)CC2)cc1,8,-7,0,16,-15,13,-0.5,7
CCS(=O)(=O)N1CCC(C(=O)N2CCOCC2)CC1,-1,11,9,12,-8,4,0.2,13
CCCc1noc2c1C(c1ccoc1)C(C#N)=C(N)N2 (stereo not drawn),14,13,33,18,15,44,-1.8,30
CC1=NN(C(=O)Cc2ccc([N+](=O)[O-])cc2)C(O)(c2ccccc2)C1 (stereo not drawn),1,-15,-14,0,2,-12,-0.8,-22
Cc1ccc(CC(=O)O/N=C(\N)Cc2ccc([N+](=O)[O-])cc2)cc1,-1,5,-11,73*,-1,44,0.1,60*
CCOC(=O)Cn1nc(C)n(-c2cccc(Cl)c2)c1=O,-1,6,8,17,2,3,-0.7,-19
Cc1ccccc1N1C(=O)C2C3CCC(O3)C2C1=O (stereo not drawn),-2,-42,-64,9,-1,18,2.0,7
CCN1CC(CN(C)Cc2nc(-c3ccco3)oc2C)CC1=O (stereo not drawn),-6,15,-2,-4,0,2,-2.8,3
N#Cc1c(-c2ccccc2)cc(-c2ccccc2)nc1SCC(=O)NCC(=O)O,2,-4,8,-1,-42,15,0.6,12
Cc1ccc2c(c1)N(C(=O)CCC(=O)N1CCC(C(N)=O)CC1)CCO2,1,-8,-4,16,14,-2,0.8,-7
Cc1ccc(SCC(=O)c2c(C)nc3ccccn23)cc1,1,6,-44,-6,3,-6,0.0,-4
COc1ccc(-c2cn(CCC(=O)NCc3ccc(C)cc3)c(-c3ccncc3)n2)cc1,-3,18,-1,12,-20,12,-0.2,13
COc1ccc2c(c1)-c1c(ssc1=S)C(C)(C)N2C(=O)CSC1=NCCS1,5,13,19,27,64*,36,1.9,29
COc1ccc(OCCC(=O)OCC(=O)NCCc2ccccc2)cc1,1,3,4,16,-24,8,0.9,5
O=C(CSc1nc2c(c(=O)n1-c1ccc(F)cc1)SCC2)NCc1ccco1,-1,11,1,9,-1,11,0.1,2
O=C(Nc1nnc(C2CC2)s1)c1cccs1,0,-15,-39,30,-38,22,2.8,13
O=c1oc2ccccc2n1Cc1cccc(Cl)c1,1,-16,-4,10,27,22,-1.0,-2
CN(CCOC(=O)c1ccc2c(c1)OCCO2)Cc1ccccc1,-1,-21,13,6,9,8,0.0,-10
Cn1nnnc1SCCNC(=O)C1CCC(=O)N(CCc2cccc(F)c2)C1 (stereo not drawn),-2,-7,-14,-5,-1,-1,0.7,0
CC(C)CC(NC(=O)OC(C)(C)C)C(=O)NC(C(=O)N1CCCC1C(N)=O)C(C)C (stereo not drawn),-10,5,15,10,11,11,-1.5,0

# Full records as entered above:
# O=c1oc2ccccc2n1Cc1cccc(Cl)c1 is entered as XBP1 UPR activ = 1; Jurkat NFkB inh = -16; 697 NFkB inh = -4; tim10-1 inh = 10; Mdm2-MdmX inh = 27; tim23-1 inh = 22; CHOP UPR activ = -1.0; TIM10 inh = -2
# Cc1ccc(CC(=O)O/N=C(\N)Cc2ccc([N+](=O)[O-])cc2)cc1 is entered as XBP1 UPR activ = -1; Jurkat NFkB inh = 5; 697 NFkB inh = -11; tim10-1 inh = 73*; Mdm2-MdmX inh = -1; tim23-1 inh = 44; CHOP UPR activ = 0.1; TIM10 inh = 60*

# Just Jurkat NFkB inh, for some of the entries so far:
SMILES | Jurkat NFkB inh
Cc1nn(C2CCS(=O)(=O)C2)c(Cl)c1/C=C/C(=O)OCC(=O)c1c[nH]c2ccccc12 (stereo not drawn) | 18
CCOc1ccc(N2C(=O)CC(N(CCc3ccc(OC)cc3)C(=O)c3cccc(F)c3)C2=O)cc1 (stereo not drawn) | -4
CCOCCCN(C)C1CCN(C(=O)c2oc3ccccc3c2NC(=O)COc2ccc(F)cc2)CC1 | -8

# Carrying on:
SMILES,XBP1 UPR activ,Jurkat NFkB inh,697 NFkB inh,tim10-1 inh,Mdm2-MdmX inh,tim23-1 inh,CHOP UPR activ,TIM10 inh
O=[N+]([O-])c1cc(CN2CCN(c3cccc(C(F)(F)F)c3)CC2)c2cccnc2c1O,1,21,-30,48*,24,42,1.3,20
COc1ccc(C(C)(C)C)cc1NC(=O)c1cncc(Br)c1,-8,-4,14,38,19,35,-0.7,-6
O=C(O)c1cccc(-c2ccc(/C=N/Nc3ccc([N+](=O)[O-])cc3)o2)c1,1,-5,-15,-15,1,4,1.2,-30
COc1ccc2cc(C(c3nnnn3C3CCCCC3)N3CCCCCC3)c3nnnn3c2c1 (stereo not drawn),0,-5,-4,21,46,-6,-0.6,6
N#Cc1cc(Sc2ccccn2)c(Sc2ccccn2)cc1C#N,1,11,6,10,1,8,3.6,11
CCOC(=O)Cc1csc(SCC(=O)N2CCN(c3ccccc3)CC2)n1,-4,-2,-3,12,-7,17,-1.7,-7
COc1ccccc1C(CNC(=O)C1COc2ccccc2O1)N1CCCC1 (stereo not drawn),-2,-2,12,8,-37,5,1.0,10
CN(C)c1cc[n+](CC(=O)Nc2c(Cl)cc(Cl)cc2Cl)cc1,-3,-4,-2,-2,-5,-23,0.2,4
CC1(C)Cc2c(sc(NC(=O)C(=O)N3CCCC3)c2C(N)=O)CO1,1,1,-20,-5,17,12,2.1,7
CC1=C(C(=O)Nc2ccc(Cl)cc2)C(c2cccs2)n2nnnc2N1 (stereo not drawn),-2,-2,25,13,-19,14,-1.4,0
CS(=O)(=O)c1nc(-c2ccc(Br)cc2)cc(-c2ccccc2)c1C#N,11,29,22,36,100*,26,279*,30
COc1ccc(NC(=O)CCS(=O)(=O)c2ccc3c(c2)CCCN3C(C)=O)cc1,2,-5,-10,12,-15,27,-1.6,4
CCc1cc(-c2n[nH]c(C)c2-c2nc3ccccc3n2C)c(O)cc1O,-4,-3,2,2,48,6,0.1,-2
COc1cc2c(cc1OC)CN(CC(=O)Nc1ccc(F)cc1)C(C(=O)O)C2 (stereo not drawn),-3,-6,9,8,13,1,1.9,-6
C=CCN1C(=O)c2ccc(C(=O)N(CCOC)c3c(N)n(CCCC)c(=O)[nH]c3=O)cc2C1=O,0,-5,-14,13,3,26,0.6,-4
CCOC(=O)CC(NC(=O)Cc1ccc(F)cc1)c1ccccc1Cl (stereo not drawn),1,8,9,6,-3,16,1.0,12
c1ccc2c(c1)CCCn1nnnc1-2,0,-6,14,8,-10,3,-2.4,-4
O=C(NC(CO)C(=O)OCc1ccccc1)OCc1ccccc1 (stereo not drawn),1,6,15,10,11,20,-0.4,-2
O=C(/C=C/c1ccc([N+](=O)[O-])cc1)NCCc1ccc(F)cc1,2,9,14,17,30,14,-0.1,18
O=C1OCCN1S(=O)(=O)Nc1ccccc1,-1,-4,15,11,2,12,-0.2,7
CCC(CC)c1nnc(NC(=O)c2c(C)nn(Cc3ccccc3Cl)c2C)s1,-5,16,-11,30,32,32,1.0,23

# Some values from the results shown.
# In XBP1 UPR activ, `O=C(NC(CO)C(=O)OCc1ccccc1)OCc1ccccc1` (stereo not drawn) reads 1
# In XBP1 UPR activ, `COc1ccc2cc(C(c3nnnn3C3CCCCC3)N3CCCCCC3)c3nnnn3c2c1` (stereo not drawn) reads 0
